# Screening data from PubChem BioAssay.
# DUSP1 inh – blocks human MKP-1 phosphatase activity | recombinant MKP-1, OMFP hydrolysis fluorescence | hit rate 0.15% among 65,000 | P28562 | inhibition, %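 (compounds tested at a single concentration somewhere between 10 and 100 µM)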 | AID 374;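 active means inhibition above about 50%, limit read from the data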;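 further: 0% = DMSO max control wells and 100% = wells with enzyme stopped by NaOH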
# PKA inh – blocks human protein kinase A activity; hit rate 0.1% among 65,000; inhibition, % at 6 µM; PKA Kemptide phosphorylation, Kinase-Glo ATP luminescence; P17612; AID 524;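 active means inhibition above the screen-wide mean inhibition plus 3 SD, cut at about 21% in these data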; further: many of its hits are not listed in these tables
# Cdc25B inh – inhibitors of human Cdc25B phosphatase. inhibition, %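 (compounds tested at 10 µM final in the well)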. P30305. recombinant Cdc25B, OMFP fluorescence Ex485/Em525. hit rate 0.1% among 65,000; in the data active means inhibition above about 50%
# Jurkat viability – cytotoxicity toward Jurkat cells. hit rate 1.2% among 56,000. AID 463. inhibition, % at 4 µM. Jurkat E6.1 viability, ATP luminescence, 48 h;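 active means inhibition above the mean inhibition of all tested compounds plus 3 SD, cut at about 28% in these data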
# MMP13 inh – inhibitors of human MMP13. MMP-13 fTHP FRET cleavage, Mca fluorescence. inhibition, % at 4 µM. hit rate 0.07% among 65,000. AID 570;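 active means inhibition above the mean of compound-free control plate wells plus 3 SD, cut at about 14% in these data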;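 further: 0% = DMSO wells and 100% = wells with reference MMP-13 inhibitor after basal subtraction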
# JNK3 blocker – blocks human JNK3 kinase activity; AID 746; inhibition, % at 8 µM; hit rate 0.61% among 60,000; purified JNK3 kinase activity, HTS; in the data active means inhibition above about 17%;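 further: 0% = DMSO and 100% = reference inhibitor; many of its hits are not listed in these tables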
# HEK293 NFkB inh – inhibitors of the PMA/ionomycin-induced NF-kB reporter in HEK293 cells; HEK-293 NF-kB luciferase reporter, luminescence; inhibition, % at 3 µM; hit rate 0.21% among 62,000; AID 465;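 active means inhibition above the mean of all tested compounds plus 3 SD, cut at about 40% in these data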;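 further: 0% = stimulated DMSO wells and 100% = 10 µM reference inhibitor 5653914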
#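 Timing: 1 h pretreatment, 16 h stimulation, 37 °C; system: HEK-293 cells with stable firefly luciferase reporter driven by four HIV NF-kB elements; doses: 3 µM once, 0.30% DMSO; measured by: luciferase luminescence; control set: DMSO and 10 µM reference inhibitor; repeats: single test; reagent: PMA plus ionomycin mix as NF-kB-activating stimulus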
# ROCK2 blocker – inhibitors of human Rho kinase 2 | O75116 | purified ROCK2, Kinase-Glo ATP depletion luminescence | inhibition, % at 6 µM | hit rate 0.35% among 60,000;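 active means inhibition above the screen-wide mean inhibition plus 3 SD, cut at about 18% in these data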;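 further: plate controls were DMSO wells for no effect and Y-27632 control wells after no-enzyme background subtraction for full effect; many of its hits are not listed in these tables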
# TNAP act DEA – activators of human TNAP at intermediate phosphate acceptor; P05186; purified TNAP, CDP-star luminescence, 100 mM DEA, 30 min; active compounds read high; scale: 0 levamisole-inhibited, 1 vehicle-only enzyme; activation factor at 20 µM; 64,000 tested, under 10 active; AID 813;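 active means activation factor of at least 2 at 20 µM, relative to controls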
# The depositor's hits bear a star; · = no result given; [ ] = remark or other dose.
SMILES,DUSP1 inh,PKA inh,Cdc25B inh,Jurkat viability,MMP13 inh,JNK3 blocker,HEK293 NFkB inh,ROCK2 blocker,TNAP act DEA
O=C(C1CCCN(S(=O)(=O)c2ccccc2)C1)N1CCCCCC1 (configuration not stated),4,-1,-5,0,1,-1,16,2,0.9
c1ccc2oc(SCc3cn4ccsc4n3)nc2c1,15,0,2,-3,-3,-6,-12,0,0.9
C=CCn1c(N)c(C(=O)NCC2CCCO2)sc1=S (configuration not stated),-6,0,6,-4,3,8,7,0,0.9
Cc1[nH]c(=O)[nH]c(=O)c1S(=O)(=O)N1CCCC(C(=O)NCCc2ccc(Cl)cc2)C1 (configuration not stated),-2,14,-3,·,2,·,16,·,0.9
Cc1ccc(S(=O)(=O)NC(CC(=O)NC2CCCC2)c2ccco2)cc1 (configuration not stated),5,10,1,-3,4,1,13,7,0.9
c1ccc2c(c1)CCCN2Cc1nnnn1CC1CCCO1 (configuration not stated),-20,11,-1,4,1,-8,12,2,1
CC(C)Oc1ccc(C2CC(=O)N(c3cccc(C(=O)O)c3)C2=O)cc1 (configuration not stated),14,7,-5,2,-3,-5,-8,-1,0.9
CCc1nnc(NC(=O)CSc2nnc(COc3ccc(C#N)cc3)n2-c2ccccc2)s1,0,1,11,-4,-1,6,9,8,0.9
Cc1nnc(SCc2cc(=O)[nH]c(N3CCN(Cc4ccccc4)CC3)n2)s1,17,9,0,-7,4,8,7,6,0.8
CCC(c1nnnn1Cc1ccc(F)cc1)N(CCCO)Cc1cc2cc3c(cc2[nH]c1=O)OCO3 (configuration not stated),30,-5,13,10,-50,-19,2,-4,0.9
CN(C)c1ccc(NC(=O)CC2NCCNC2=O)cc1 (configuration not stated),0,2,-13,1,2,-3,8,9,0.9
Oc1ccc(-c2nc(-c3ccc(O)c(O)c3)cs2)cc1,7,0,8,97*,2,-1,18,2,0.8
CCS(=O)(=O)N1CCN(C(=O)CC(C)C)CC1,0,7,-17,3,6,3,-1,1,0.9
COc1cccc(OC)c1C(=O)Nc1ccc(CN2CCCCC2)cc1,-2,2,-7,1,3,0,11,-2,1
CC(=O)N(C(C)=O)c1ccc2nc(C)[nH]c(=O)c2c1,2,12,-9,-6,4,-3,18,6,1
NC1=CC(=O)c2cccc3cccc1c23,-10,0,5,-8,-8,-2,12,3,0.9
COc1cccc(NS(=O)(=O)c2cc(C)sc2C)c1,-9,-3,6,-20,-1,-1,25,0,0.9
Cc1cc(C(=O)NC(C)C)on1,36,3,-8,1,-3,-4,4,0,0.9
COc1ccc(OC)c(NC(=O)CSc2nnc(C)n2Cc2ccccc2)c1,-4,-4,-2,5,5,-4,16,-3,1
Cc1cc(C)c2c(n1)nn1c(NCCCN3CCOCC3)cc(C)nc21,14,-5,21,1,-204[fluorescence artefact?],-1,5,-10,1
CCOc1ccc(CNC(=O)C(CC)n2nc(C)n3c(cc4occc43)c2=O)cc1OC (configuration not stated),10,5,14,-2,5,1,10,3,1.1
CC1(C)CC(=O)C2=C(C1)Nc1ccccc1NC2c1nc2ccccc2[nH]1 (configuration not stated),4,-2,-9,4,6,-10,2,2,0.9
O=C(COC(=O)CNC(=O)c1ccc(Br)o1)Nc1ccc2c(c1)OCCO2,20,9,-4,-1,2,-1,8,10,0.9
COCCn1c(=O)[nH]c2cc(C(=O)N3CCN(c4ccccc4OC)CC3)ccc2c1=O,10,-6,-22,·,5,·,16,·,0.9
CCOC(=O)CCCNC(=O)COC(=O)c1cccc(C)c1O,16,-6,-11,·,-1,·,6,·,1
Cc1nc2c(n1O)CCC/C2=N\O,-29,8,6,-2,4,11,0,5,0.9
Cc1cnc(C)c(N2CCC(C(=O)NCc3ccco3)CC2)n1,-2,10,-7,-1,3,7,14,4,0.9
CC(=O)Nc1cccc(C(=O)OCc2ccccc2)c1,22,-8,-1,3,5,12,-3,0,0.9
O=C(CSc1nnc(-c2ccccc2Cl)o1)N1CCCCC1,-6,7,-2,3,4,-3,-8,1,1
O=C(c1ccc(Cl)cc1)N1CCC(c2nc(-c3cccs3)no2)CC1,-19,7,-3,3,4,-6,24,-3,0.9
Cc1cc(C)c(C#N)c(SCc2[nH]nc3c2C(c2ccccc2)C(C#N)=C(N)O3)n1 (configuration not stated),7,0,-19,·,-3,0,·,-17,0.9
COc1ccc(CCN(Cc2nc3ccccc3c(=O)[nH]2)C(=O)c2ccco2)cc1OC,5,4,-3,-3,3,1,7,3,0.9
O=S(=O)(Nc1cccc2ccccc12)N1CCCC1,-8,7,-6,0,-24,-5,15,2,1
Cc1cc(C(=O)NCc2cc(C(=O)O)oc2C)c(C)o1,21,0,-2,-5,0,-3,13,4,0.9
COC(=O)C1=C(C)N(c2ccc(F)cc2)C(=O)C1,4,10,-2,·,0,·,2,·,0.9
Cc1noc(N)c1C(=O)Nc1ccc(F)c(Cl)c1,-10,12,0,0,2,1,10,4,0.9
COC(=O)c1cc(OC)c(OCc2cc(C(=O)OC)oc2C)c(OC)c1,-12,7,-2,7,-3,-2,17,7,0.8
C(=N\n1cnnc1)/c1cccnc1,-14,7,-38,·,-1,0,·,4,0.9
c1ccc(CSc2nnc3c(n2)OC(c2ccco2)Nc2ccccc2-3)cc1 (configuration not stated),12,11,-5,·,5,·,8,·,1
CCOc1ccccc1N1CCN(C(=O)c2cc(C)oc2C)CC1,7,6,-1,-8,0,0,10,6,0.9
CC(Sc1nncs1)C(=O)NCc1ccc2c(c1)OCO2 (configuration not stated),-12,6,1,0,-1,3,-5,12,0.9
CCOC(=O)c1c(C)c(C(=O)NCc2cccs2)c(C)n1CC,3,-11,0,19,-2,2,9,-10,1
COCCNC(=O)C(c1ccco1)N(C(=O)Cn1nnc2ccccc21)c1ccccc1C (configuration not stated),20,3,-13,0,0,-2,-4,4,1
COC(=O)Nc1nc2ccc(C(=O)c3ccccc3)cc2[nH]1,-6,-9,-2,·,6,21*,·,-4,0.8
Cc1ccc(S(=O)(=O)NCCSc2nnc(N)s2)cc1,-2,-3,6,4,-2,-2,11,0,0.9
CCOC(=O)CNC(=O)Cn1cnc2ccc(S(=O)(=O)N3CCC(C)CC3)cc2c1=O,6,3,3,-8,-7,6,10,8,1
CCOC(=O)Cc1csc(NC(=O)CN2C(=O)c3ccccc3S2(=O)=O)n1,12,9,-11,·,4,·,15,·,1.1
Cc1cccc(NC(=O)CCn2ccnc2C)c1,-11,4,-4,-4,-2,3,3,4,1

# Some entries already given, limited to PKA inh, JNK3 blocker and Jurkat viability:
mol	PKA inh	JNK3 blocker	Jurkat viability
C(=N\n1cnnc1)/c1cccnc1	7	0	·
c1ccc(CSc2nnc3c(n2)OC(c2ccco2)Nc2ccccc2-3)cc1 (configuration not stated)	11	·	·
CCOc1ccccc1N1CCN(C(=O)c2cc(C)oc2C)CC1	6	0	-8
CC(Sc1nncs1)C(=O)NCc1ccc2c(c1)OCO2 (configuration not stated)	6	3	0
CCOC(=O)c1c(C)c(C(=O)NCc2cccs2)c(C)n1CC	-11	2	19
COCCNC(=O)C(c1ccco1)N(C(=O)Cn1nnc2ccccc21)c1ccccc1C (configuration not stated)	3	-2	0

# Additional compounds follow.
SMILES,DUSP1 inh,PKA inh,Cdc25B inh,Jurkat viability,MMP13 inh,JNK3 blocker,HEK293 NFkB inh,ROCK2 blocker,TNAP act DEA
COc1ccc(CCN(Cc2cc3cc(C)ccc3[nH]c2=O)C(=O)N2CCCC2)cc1OC,12,5,-12,0,-1,-2,15,3,0.9
COc1ccc(OCC(=O)NCc2cccnc2)cc1,0,6,-12,6,5,2,-5,-2,0.9
COc1ccc(CCn2c(N3CCN(C)CC3)nc3c2c(=O)[nH]c(=O)n3C)cc1,-34,10,-14,-1,2,-2,8,7,0.9
CN(C)c1oc(-c2ccco2)nc1C#N,-28,11,-4,2,-161[fluorescence artefact?],-4,18,4,1
C#CCSc1nnc(-c2ccccc2)c(=O)[nH]1,-6,9,-8,-6,0,-3,12,6,0.8
COc1ccc(C(N)=O)cc1NC(=O)CC(O)(C(F)(F)F)C(F)(F)F,8,7,-7,0,-1,-3,15,11,1
Cc1cc(C(=O)Nc2ccc(S(=O)(=O)Nc3onc(C)c3C)cc2)c(C)o1,12,10,-4,-8,-3,-3,2,9,0.9
O=C(COc1ccc(Cl)cc1)NCc1nnc(SCC(=O)NC2CCCC2)o1,-17,-5,-7,·,2,·,15,·,1
CC(C)CCNC(=O)CCS(=O)(=O)c1cccc2nonc12,7,3,-11,·,0,·,8,·,0.9
O=S(=O)(NCCSc1ccccc1)c1ccc(F)cc1,6,14,-3,-4,8,1,4,4,0.8
O=CNC(=O)c1ccccc1C(=O)O,-16,3,-11,·,4,3,·,1,0.9
COCCCn1c2nc3ccccc3nc2c2c(=O)n(Cc3ccccc3Cl)cnc21,6,-8,1,3,-12,1,3,-6,0.9
Cc1cccc(NC(=O)Cn2c(=O)oc3ccccc32)c1,-10,-2,-6,0,6,4,14,1,0.9
O=C(NCCc1ccccc1)C1CCCN(C(=O)NC2CCCCC2)C1 (configuration not stated),13,1,10,7,4,-12,6,4,0.9
O=C(Cn1c(=O)oc2ccccc21)N1CCCCC1,9,2,-13,·,1,·,14,·,1
O=C(Cn1c(=O)oc2ccccc21)N1CCN(c2ccccc2)CC1,4,10,-7,-7,4,1,9,5,0.8
O=C(COC(=O)c1cnccn1)c1ccccc1,15,-2,7,·,-2,·,7,·,0.8
COc1ccc(S(=O)(=O)N[C@@H](CC(C)C)C(=O)O)cc1,-3,11,-8,0,3,1,-1,6,0.9
O=C(Nc1nc(-c2ccc3c(c2)OCO3)cs1)C1COc2ccccc2O1 (configuration not stated),-4,1,-5,-3,2,-4,6,17,0.9
O=C(COC(=O)c1ccccc1)NCc1ccco1,4,8,1,-2,4,-7,19,2,1
Cc1onc(-c2ccccc2Cl)c1C(=O)N1CC(C)OC(C)C1 (configuration not stated),4,8,-3,-2,0,0,5,4,0.9
COC(=O)COC(=O)c1ccc(Oc2nc(OC)nc(N(C)C)n2)cc1,2,8,-3,-1,2,9,-3,8,1
COc1ccc(CN2C(=O)C(O)(CC(=O)c3c(C)n[nH]c3C)c3ccccc32)cc1OC (configuration not stated),4,-6,3,-3,3,5,12,-4,0.8
CC1CCCN(C(=O)CSCC(=O)Nc2nc(-c3cccs3)cs2)C1 (configuration not stated),0,3,-5,-3,6,-3,-2,-1,1

# JNK3 blocker: entries above that show a hit
structure,DUSP1 inh,PKA inh,Cdc25B inh,MMP13 inh,JNK3 blocker,HEK293 NFkB inh,ROCK2 blocker,TNAP act DEA
COC(=O)Nc1nc2ccc(C(=O)c3ccccc3)cc2[nH]1,-6,-9,-2,6,21*,·,-4,0.8

# The main list resumes with the 3 entries that preceded the break.
SMILES,DUSP1 inh,PKA inh,Cdc25B inh,Jurkat viability,MMP13 inh,JNK3 blocker,HEK293 NFkB inh,ROCK2 blocker,TNAP act DEA
COC(=O)COC(=O)c1ccc(Oc2nc(OC)nc(N(C)C)n2)cc1,2,8,-3,-1,2,9,-3,8,1
COc1ccc(CN2C(=O)C(O)(CC(=O)c3c(C)n[nH]c3C)c3ccccc32)cc1OC (configuration not stated),4,-6,3,-3,3,5,12,-4,0.8
CC1CCCN(C(=O)CSCC(=O)Nc2nc(-c3cccs3)cs2)C1 (configuration not stated),0,3,-5,-3,6,-3,-2,-1,1
COc1ccc(-c2nc(C#N)c(NCC3CCCO3)o2)cc1 (configuration not stated),3,6,-1,-6,-225[fluorescence artefact?],-4,-1,3,1
CCOc1ccc(NC(=O)C2CSC(c3ccncc3)=N2)cc1 (configuration not stated),5,8,-3,2,8,5,10,6,0.9
COc1cc(C(=O)N(CCc2ccccc2)C2CC3CCC(C2)N3C)cc(OC)c1OC (configuration not stated),4,0,-5,-4,1,2,7,-2,0.9
CCN(CC)c1ccc2c(c1)OC(N)=C(C#N)C2c1cccnc1 (configuration not stated),22,3,13,97*,8,-6,53*,-4,0.9
COc1cc(-c2nc3n(n2)C(c2cccc(OC)c2OC)C2=C(CCCC2=O)N3)cc(OC)c1OC (configuration not stated),28,11,3,-2,1,1,2,5,1
